Source: PubChem
Yfh1-depleted yeast: mitochondrial function rescue without frataxin homolog – Friedreich's ataxia, plus single-dose screen, dose response (AID 1465). S. cerevisiae Yfh1-off respiration, WST-1 reduction, 72 h; higher fold induction means a stronger effect. fold induction at 50 µM; hits with a dose series show EC50 in µM. 0.074% of 220,000 active;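 active means fold induction of absorbance versus untreated yeast above a set limit, then at least 30% activation at any dose in follow-up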;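 further: activators that raise dye reduction in frataxin-depleted yeast; strong numbers were not always called active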
KOR beta-arrestin-1: KOR antagonists, beta-arrestin recruitment, cell-based, luminescence, uHTS (AID 1778) | one-dose inhibition, % at 10 µM; IC50 in µM for titrated hits | KOR beta-arrestin recruitment, luminescence, antagonist mode; higher % means a stronger effect | 0.091% of 290,000 active; further: strong numbers were not always called active
KOR beta-arrestin-2: kappa opioid receptor activators – cell-based, luminescence, uHTS, primary screen (AID 1777) | 0.02% of 280,000 active | activation, % at 10 µM; hits with a dose series show EC50 in µM | KOR beta-arrestin recruitment, luminescence; higher % means a stronger effect; in the data active means activation above about 50%, passing the limit was not always enough; further: a part of the inactive calls stands beside numbers as strong as those of hits
GPR55 activation: GPR55 agonists via beta-arrestin recruitment, primary screen, imaging, U2OS cells, beta-arrestin-GFP redistribution (AID 1961); 0.048% of 290,000 active; one-dose activation, % at 10 µM; EC50 in µM for titrated hits; U2OS GPR55 beta-arrestin-GFP redistribution imaging; higher % means a stronger effect;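 active means activation above 40% with more than 50 cells counted in the well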;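 further: U2OS osteosarcoma cells stably expressing GPR55 and beta-arrestin-GFP; plate controls were DMSO negative control for no effect and LPI positive control for full effect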
TNAP activators: human TNAP enzyme activators, primary screen, biochemical, luminescent, no phosphate acceptor, uHTS (AID 1001). purified TNAP, luminescent activation assay, no phosphate acceptor; higher activation fold means a stronger effect. one-dose activation fold at 20 µM; EC50 in µM for titrated hits. 0.03% of 200,000 active; in the data active means activation fold from about 3, or a potency from the dose series; inactive means the rest, 99 in 100 with activation fold below about 1.6; further: many of its hits are not listed in these tables
NOD1 NF-kB reporter: NOD1 signaling inhibitors, primary screen, cell-based, luminescence, uHTS (AID 1578); NOD1-driven NF-kB luciferase reporter cells, luminescence; higher % means a stronger effect; one-dose inhibition, % at 4 µM; EC50 in µM for titrated hits; 1% of 290,000 active; in the data active means inhibition mostly above about 36%, no sharp cut-off; inactive means mostly below about 34%;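 further: HEK-293T reporter cells stimulated with the NOD1 agonist gamma-tri-DAP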
HEK293 NOD2/NF-kB: NOD2 signaling inhibitors, cell-based, luminescence, uHTS, HEK293 (AID 1566). HEK293 NOD2/NF-kB luciferase reporter, luminescence; higher % means a stronger effect. inhibition, % at 4 µM, or EC50 in µM where a hit was titrated. 0.63% of 290,000 active; further: many of its hits are not listed in these tables
CSM14.1 death rescue: rescue of cells from ER stress-induced death, primary screen, 384-well, CSM14.1, thapsigargin, ATP luminescence (AID 1222) | CSM14.1 thapsigargin-induced death rescue, ATP luminescence; higher % means a stronger effect | cellular ATP content (survival), % at 20 µM; hits with a dose series show EC50 in µM | 190,000 tested, under 10 active;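 active means EC50 below 50 µM in the dose-response confirmation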;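 further: death triggered by thapsigargin at about 15 µM added after 2 h compound pretreatment; cell ATP read after overnight thapsigargin exposure of roughly 18 to 22 hours; normalized against plate controls of thapsigargin alone and 5% DMSO vehicle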
NTR1 ag: agonists of NTR1, primary screen, imaging, U2OS cells, beta-arrestin-GFP, high content (AID 493036); 0.17% of 330,000 active; activation, % at 20 µM; P30989; NTR1-U2OS beta-arrestin-GFP spot imaging, agonist mode;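 active means activation at or above 40% of the spot to cytoplasm intensity ratio, with at least 20 cells analyzed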;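 further: 0% = DMSO without peptide and 100% = 100 nM NTR1 peptide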
Target sequence (P30989 whole entry, looked up): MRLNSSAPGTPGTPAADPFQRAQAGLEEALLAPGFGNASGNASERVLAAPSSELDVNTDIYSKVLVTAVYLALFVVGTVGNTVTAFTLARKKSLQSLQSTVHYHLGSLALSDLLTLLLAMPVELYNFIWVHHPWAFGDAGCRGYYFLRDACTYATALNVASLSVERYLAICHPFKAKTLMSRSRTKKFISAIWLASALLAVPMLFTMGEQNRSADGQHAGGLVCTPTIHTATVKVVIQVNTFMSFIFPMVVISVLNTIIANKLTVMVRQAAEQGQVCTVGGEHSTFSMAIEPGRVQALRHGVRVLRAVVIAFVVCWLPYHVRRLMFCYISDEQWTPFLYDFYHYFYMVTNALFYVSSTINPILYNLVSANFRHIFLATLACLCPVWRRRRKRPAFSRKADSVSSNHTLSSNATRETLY
NTR1 ag cell count 20 µM: further read-out of NTR1 ag, marked with its call; cell count; measured here: cell count, cytotoxicity flag
* hit, by the source's call; i = inactive; nt = no result given; [ ] = remark or other dose. Unless noted, no stated cut-off is given here; in the data, active means inhibition above about 50%; inactive means the rest.

Order of values: Yfh1-depleted yeast, KOR beta-arrestin-1, KOR beta-arrestin-2, GPR55 activation, TNAP activators, NOD1 NF-kB reporter, HEK293 NOD2/NF-kB, CSM14.1 death rescue, NTR1 ag, NTR1 ag cell count 20 µM
> Cc1nc2cc(NC(=O)Nc3nccs3)ccc2n1C
→ i, -46%, -0.4%, 0.3%, 1, -3%, -69%, -5.4%, 0.0, 49
> O=C(NCc1ccccc1)C1CCCN(S(=O)(=O)c2cccc3nsnc23)C1 (configuration not stated)
→ nt, -17%, -4.7%, 0.1%, nt, -13%, 18%, nt, -0.7, 63
> Cc1cccc(C)c1C(OCCN(C)C)C1CCCCC1 (configuration not stated)
→ i, -27%, 8.0%, -0.3%, 1.1, -24%, 2%, -6.6%, 1.5, 58
> COc1ccc(OC)c(NC(=S)NN2CCN(C)CC2)c1
→ i, -2%, -3.5%, -0.4%, 1.1, -2%, 7%, -0.2%, -2.2, 63
> Nc1nc(-c2cccnc2)nn1C(=O)COc1ccccc1
→ i, 2%, -1.0%, 0.3%, 0.8, -27%, 4%, nt, -1.1, 82
> COc1ccc(NC(=O)Cn2cccc2)cc1Cl
→ i, -4%, -0.5%, -0.1%, 1.2, -12%, 9%, -0.3%, 0.5, 84
> C=C(C)CSc1nnc2n(N)c(=O)c3ccccc3n12
→ i, -34%, -1.0%, -0.1%, 1.2, -42%, -11%, 3.3%, 2.5, 61
> O=C(NCCc1c[nH]c2ccc(Cl)cc12)c1cccnc1
→ i, 7%, -4.6%, -0.1%, 1.1, -8%, -4%, 1.9%, 1.8, 58
> COc1ccc(-c2csc(N(CCCN(C)C)C(=O)c3ccc(C)cc3)n2)cc1
→ nt, -31%[20 µM], -3.4%, 0.4%, nt, -26%, 1%, nt, 2.3, 59
> O=C(CSc1ncnc2c1cnn2-c1ccc(Cl)cc1)NCc1ccc2c(c1)OCO2
→ i, -31%, 13%, -0.3%, 1, 35%, -15%, -0.5%, 0.2, 71
> CC(NC(=O)c1c(O)c2ccccc2[nH]c1=O)c1ccccc1 (configuration not stated)
→ nt, -22%[20 µM], -5.3%, 0.3%, nt, -29%, 11%, nt, 1.7, 57
> CCCCNC(=S)NNC(=O)c1ccc2c(c1)OCO2
→ i, -5%, -3.6%, -0.2%, 1.3, -24%, -17%, -3.1%, -2.3, 57
> COc1ccc(CC(=O)c2ccc(OC)c(OC)c2C)cc1OC
→ i, nt, 8.9%, -0.2%, 1.1, 11%, 30%, 12%, 1.7, 66
> Cc1ccc2c(c1)sc1nc(=O)n(-c3ccc(Cl)cc3)c(=O)n12
→ i, 24%, -2.8%, 0.0%, 1, -34%, -49%, -1.6%, 6.2, 91
> Cc1nnc(N(C)C(=O)Cc2ccc3c(c2)OCO3)s1
→ i, -28%, -9.8%, -0.2%, 1, -15%, 1%, -1.3%, 3.1, 54
> CN(C)c1ccc(O)c2c1CC1CC3[C@@H](N(C)C)C(=O)C(C(N)=O)=C(O)[C@]3(O)C(=O)C1=C2O (some centres not stated)
→ i, -4%, 2.4%, -0.2%, 1, -21%, 12%, 15%, 2.1, 63
> O=C(Cc1cccc2ccccc12)Nc1cccnc1
→ i, -8%, -4.1%, -0.3%, 1.1, -5%, 22%, -1.3%, -2.6, 57
> CCC(=O)N1CCN(c2nnc(-c3ccccc3)c3ccccc23)CC1
→ nt, -9%, 2.4%, -0.3%, nt, -7%, 21%, nt, -0.8, 47
> CCOC(=O)c1cc(NC(=O)N(C)C2CCCCC2)c(C)nc1C
→ nt, -48%, 4.9%, -0.1%, nt, -26%, -2%, nt, 0.3, 40
> Cc1ccc(-c2csc(N/N=C/c3ccco3)n2)cc1
→ i, -27%, 2.8%, 0.2%, 1, -23%, -68%, -1.0%, 3.9, 88
> Cc1c(NC(=O)COC(=O)C2(c3ccc(F)cc3)CCCC2)c(=O)n(-c2ccccc2)n1C
→ i, -7%, -2.7%, -0.3%, 1.1, -44%, 15%, -0.3%, 0.2, 43
> COc1cc(/C=N/Nc2ccc(F)cc2F)cc(OC)c1OC
→ i, -10%, -1.7%, -0.3%, 1.1, -40%, -59%, -1.1%, 0.2, 59
> COC(=O)N1CCN(c2ccc(OC)cc2)CC1
→ i, -19%, 0.6%, -0.1%, 1.1, 6%, -5%, -3.0%, 0.5, 83
> COCCCn1c(SCC(=O)Nc2sc3c(c2C#N)CCCC3)nnc1-c1ccncc1
→ i, 12%, 7.4%, -0.2%, 0.7, -2%, 17%, -0.6%, -0.5, 39
> Cc1ccc(OCC(=O)Oc2ccc(C(C)C)cc2)cc1
→ nt, -30%[20 µM], -1.4%, 0.2%, nt, -21%, 6%, nt, 2.8, 61
> O=C(Nc1ccc(F)c(Cl)c1)C1CC(=O)n2c(nc3ccccc32)N1 (configuration not stated)
→ i, 7%[20 µM], -4.8%, 0.2%, 1.4, -21%, 24%, -0.4%, 1.0, 55
> NC(=O)c1cc(-c2csc(NCCc3ccccc3)n2)ccc1O
→ nt, -35%, 0.8%, -0.2%, nt, -53%, 11%, nt, -1.0, 57
> Cc1nn2c3ccccc3n(CC(=O)c3cccs3)c2nc1=O
→ i, -8%[20 µM], 1.4%, 0.0%, 1, 19%, 10%, -0.6%, 0.4, 94
> COc1ccc(CC(CC(=O)O)C(=O)Nc2ccccc2)cc1 (configuration not stated)
→ i, -9%, -10%, -0.1%, 1.1, -2%, 6%, -1.8%, -1.2, 86
> O=C(COC(=O)c1cccnc1Cl)NCC1CCCO1 (configuration not stated)
→ i, -14%, -0.1%, 0.1%, 1.2, -39%, 13%, 0.6%, 2.1, 65
> Cc1ccc(NCC(=O)N/N=C/c2ccncc2)cc1
→ i, -14%[20 µM], -5.5%, -0.1%, 1, 14%, -10%, -1.3%, -0.7, 29
> CC(C)C(=O)N1CCN(c2ccccc2NC(=O)c2ccco2)CC1
→ nt, -18%, -0.5%, 1.2%, nt, -26%, -6%, nt, -0.1, 50
> Cc1nn(C(C)C)c(C)c1[C@@H]1C[C@H]2CN(Cc3cccc(Cl)c3)C(=O)[C@]23CCCN13
→ i, 15%, 3.9%, 0.0%, nt, -10%, -1%, nt, -0.2, 58
> Cc1cc2c(c(=O)n1Cc1ccco1)C(c1ccccc1)C(C#N)=C(N)O2 (configuration not stated)
→ i, 9%, 0.0%, 0.2%, 1, 16%, 0%, -1.1%, 0.9, 68
> CC(=O)NC(CCS(C)(=O)=O)C(=O)Nc1c(C)cccc1C (configuration not stated)
→ i, -17%, -0.5%, 0.5%, 1, -15%, -9%, nt, 1.6, 86
> Cn1cccc1C(=O)OCC(=O)Nc1cccc(S(=O)(=O)N2CCOCC2)c1
→ i, -15%, -0.1%, 0.3%, 1.1, 18%, 5%, 0.7%, 2.4, 40
> COc1cc(C(=O)NCc2nnc(SCC(=O)N3CCc4ccccc43)o2)cc(OC)c1OC
→ nt, -38%, -2.2%, -0.3%, 1.1, 5%, 2%, -1.8%, 0.4, 64
> COC(=O)CCCSc1nccn1-c1ccccc1
→ i, 11%, -1.4%, 0.1%, 1.1, -38%, 1%, 0.5%, 1.8, 39
> O=C(COC(=O)c1cc(Br)ccc1O)Nc1cc(S(=O)(=O)N2CCCC2)ccc1Cl
→ i, -5%, -1.1%, 0.2%, 1, -10%, 4%, -0.8%, nt, nt
> CC(C)c1nnc(NC(=O)CCC(=O)N2CCC(Cc3ccccc3)CC2)s1
→ nt, -7%, 1.6%, 0.0%, nt, 2%, 12%, nt, 5.2, 57
> O=C1OC(Cc2ccncc2)C(O)=C1C1=NCCCN1 (configuration not stated)
→ i, -14%, 10%, 0.1%, 1.1, -7%, -5%, -3.0%, 0.5, 66
> COc1ccc(CNC(=O)CCCCCn2c(SCC#N)nc3cc4c(cc3c2=O)OCO4)cc1
→ i, -1%, 10%, -0.1%, 1.2, -10%, -12%, -2.2%, 4.2, 76
> CCCCC(=O)Nc1ccc(C(=O)Nc2ccc(OC)cc2[N+](=O)[O-])cc1
→ i, 28%, 1.6%, -0.3%, 1, -21%, 18%, -2.2%, -0.7, 50
> CCOC(=O)N1CCN(C(=O)c2ccc(N(Cc3ccccc3)S(C)(=O)=O)cc2)CC1
→ i, 0%, 2.2%, -0.1%, 1.1, -9%, -10%, -0.3%, -0.6, 79
> CC1CC(C)CN(S(=O)(=O)c2ccc(C(=O)NCc3ccc4c(c3)OCO4)cc2)C1 (configuration not stated)
→ i, -46%, 3.2%, -0.1%, 1.2, 0%, -9%, 0.8%, -1.6, 78
> Cc1ccc(NC(=O)CN(C)C(=O)COC(=O)C(C)(C)Oc2ccc(Cl)cc2)cc1
→ nt, 36%, -4.0%, 0.0%, nt, -21%, -3%, nt, 0.6, 68
> Nc1nc(SCC(=O)Nc2cccc(Oc3ccccc3)c2)n[nH]1
→ i, -31%, 20%, -0.3%, 2, 22%, 16%, -1.2%, -1.5, 81
> CN(C)S(=O)(=O)N(CC(=O)NCCSCc1ccccc1)c1ccccc1
→ i, 16%, 2.3%, -0.6%, 1.2, -24%, -4%, -0.9%, 1.6, 41
> Nc1ncnc2c1nc(SCCO)n2Cc1ccccc1
→ i, -10%, 5.8%, 1.1%, 0.9, 38%, 12%, -13%, 0.6, 41
> O=C(Nc1ccc2c(c1)C(=O)N(CC1CCCO1)C2=O)c1ccccc1Br (configuration not stated)
→ i, -8%, 5.4%, 0.2%, 1.1, nt, 8%, -0.4%, 0.5, 43
> CCNc1nc(NCC)nc(OCCNS(=O)(=O)c2ccccc2)n1
→ i, -8%, 0.9%, 0.3%, nt, -2%, 14%, nt, 2.7, 57

Compound profiles, as listed above:
Listed for `Nc1ncnc2c1nc(SCCO)n2Cc1ccccc1` → Yfh1-depleted yeast = i; KOR beta-arrestin-1 = -10%; KOR beta-arrestin-2 = 5.8%; GPR55 activation = 1.1%; TNAP activators = 0.9; NOD1 NF-kB reporter = 38%; HEK293 NOD2/NF-kB = 12%; CSM14.1 death rescue = -13%; NTR1 ag = 0.6; NTR1 ag cell count 20 µM = 41
Listed for `CCCCC(=O)Nc1ccc(C(=O)Nc2ccc(OC)cc2[N+](=O)[O-])cc1` → Yfh1-depleted yeast = i; KOR beta-arrestin-1 = 28%; KOR beta-arrestin-2 = 1.6%; GPR55 activation = -0.3%; TNAP activators = 1; NOD1 NF-kB reporter = -21%; HEK293 NOD2/NF-kB = 18%; CSM14.1 death rescue = -2.2%; NTR1 ag = -0.7; NTR1 ag cell count 20 µM = 50
Listed for `CCOC(=O)N1CCN(C(=O)c2ccc(N(Cc3ccccc3)S(C)(=O)=O)cc2)CC1` → Yfh1-depleted yeast = i; KOR beta-arrestin-1 = 0%; KOR beta-arrestin-2 = 2.2%; GPR55 activation = -0.1%; TNAP activators = 1.1; NOD1 NF-kB reporter = -9%; HEK293 NOD2/NF-kB = -10%; CSM14.1 death rescue = -0.3%; NTR1 ag = -0.6; NTR1 ag cell count 20 µM = 79

These rows are one share of the data; rates above refer to the full screens.
